Assay outcomes as filed in PubChem.
Abeta rescue: compounds reversing amyloid beta toxicity in yeast; 0.063% of 410,000 active; yeast expressing A-beta42, growth rescue, OD600, 48 h; response scale: 0% DMSO, 100% iron-clioquinol control; Potency, µM (doses to about 46.1 µM), inactives show at the highest dose growth rescue, most hits filed as activators; note: potency is the fitted concentration of half-maximal effect; nearly all actives have a fitted effect of over 55% in size
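Growth rescue measured by 600 nm absorbance after 48 h yeast culture at 30 C with compound. Values normalized between DMSO and an equimolar ferric chloride plus clioquinol control.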
TDP-43 yeast inh: inhibitors of TDP-43 toxicity in yeast | TDP-43 expressing yeast growth rescue, BacTiter-Glo, 24 h | Potency, µM (highest dose often 46.1 µM), without a hit: at the top dose growth rescue (activation), actives largely listed as activators | 1.8% of 410,000 active | AID 652104; note: potency is the fitted concentration of half-maximal effect; % of control where 0% means no effect; nearly all actives have a fitted effect of over 50% in size
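Galactose-induced TDP-43 yeast, OD600=0.02, compound pinned; 24 hr, 30 deg C; BacTiter-Glo luminescence for growth. Inhibitors of TDP-43 toxicity read as activators.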
DRD3 antagonist: antagonists of human D3 dopamine receptor; D3R cells, DiscoveRx beta-arrestin luminescence, antagonist mode; stronger effect = lower value; P35462; 2.5% of 360,000 active; max response, negative = inhibition, %; in the data active = max response below about -50%; inconclusive = no clear call, values can overlap the other calls; note: % is set by controls: 0 for no effect and ±100 for the full control effect; mostly tested at two doses, the higher about 12 µM
Target sequence (P35462 whole entry, looked up): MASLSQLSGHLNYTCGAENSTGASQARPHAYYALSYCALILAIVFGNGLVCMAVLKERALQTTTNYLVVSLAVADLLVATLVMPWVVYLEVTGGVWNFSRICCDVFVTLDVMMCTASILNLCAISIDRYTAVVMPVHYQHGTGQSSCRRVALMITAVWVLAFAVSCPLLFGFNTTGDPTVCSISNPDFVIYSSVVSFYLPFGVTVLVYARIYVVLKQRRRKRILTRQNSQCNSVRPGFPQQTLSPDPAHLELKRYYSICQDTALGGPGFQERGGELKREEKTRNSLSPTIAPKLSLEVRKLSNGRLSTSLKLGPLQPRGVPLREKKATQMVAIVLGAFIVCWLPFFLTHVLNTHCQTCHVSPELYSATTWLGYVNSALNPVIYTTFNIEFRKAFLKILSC
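Cells plated overnight at 1500 cells/well, then exposed to library compounds with dopamine controls for 90 minutes at 37 degrees C. DiscoveRx reagent added for 30–60 minutes at room temperature; luminescence read, quantitative HTS format.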
FUS suppressor: FUS proteinopathy suppression in yeast | 0.24% of 390,000 active | Potency, µM (doses to about 76.6 µM), for the others: top-dose growth rescue (activation), hits mostly activators | S. cerevisiae FUS-expressing, growth rescue, OD600, 24 h;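 note: potency is the fitted concentration of half-maximal effect; plate controls were DMSO vehicle for no effect and reference control for full effect; nearly all actives have a fitted effect of over 55% in size; some results filed as inactive show a strong effect at the top dose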
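FUS-expressing yeast, raffinose-pregrown, induced in 2% galactose minimal medium at OD 0.005; compounds in a dilution series, 24hr at 30C. Growth restoration read as absorbance at 600 nm. CP55940 positive control, DMSO negative.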
EPAC2 antag: blocks human EPAC2 exchange factor | Potency, µM (series often up to 114 µM), without a hit: top-dose activity, negative = inhibition, hits mostly inhibitors | 0.18% of 360,000 active | EPAC2 GEF exchange of Rap1B-BODIPY-GDP, fluorescence | Q8WZA2; note: potency is the fitted concentration of half-maximal effect; % is set by controls: 0 for no effect and ±100 for the full control effect; nearly all actives have a fitted effect of over 45% in size; many of its hits are not listed in these tables
DRD3 agonist: D3 dopamine receptor (human) agonism | P35462 | D3R DiscoveRx beta-arrestin cells, luminescence, 90 min | max activation, % | 0.58% of 410,000 active | AID 652048; in the data active = max activation above about 30%; note: 0% is about no effect; mostly tested at two doses, the higher about 12 µM
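Agonist-mode cell screen: cells plated at 1500/well and incubated overnight at 37 °C, then exposed to library compounds for 90 min at 37 °C. Detection reagent was added for 30–60 min at room temperature, and luminescence was read.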
EPAC2 ag: agonists of human EPAC2 (RAPGEF4) | EPAC2 activation, biochemical qHTS; response scale: 100% = 6.5 mM cAMP response | Q8WZA2 | 0.079% of 360,000 active | Potency, µM (top dose mostly 154 µM), for the others: top-dose activation, hits mostly activators; note: potency is the fitted concentration of half-maximal effect; nearly all actives have a fitted effect of over 50% in size
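Readout is BODIPY fluorescence (480 nm excitation, 540 nm emission), which falls as labeled GDP is exchanged off Rap1B. EPAC2 at 100 nM acted on 250 nM RAP1B-BODIPY-GDP with 50 uM GDP present.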
aSyn yeast inh: inhibitors of alpha-synuclein toxicity in yeast | Yeast expressing alpha-synuclein, growth rescue, BacTiter-Glo, 24 h | Potency, µM (titrated, usually from 46.1 µM), inactives show at the top dose growth rescue (activation), hits mostly activators | 0.14% of 370,000 active | AID 652106; note: potency is the fitted concentration of half-maximal effect; % of control where 0% means no effect; nearly all actives have a fitted effect of over 65% in size
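Readout is rescue of growth in alpha-synuclein-expressing yeast, so inhibitors of toxicity appear as activators. Growth after 24 hr at 30 deg C in galactose medium is quantified by luminescence.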
An asterisk follows results filed as active; ? = inconclusive; nt = not tested or not shown; [ ] = remark or other dose. Unless noted, calls come from the whole dose curve; as a rule, active = well fitted curve in the direction sought with a large enough effect; inconclusive = small, poorly fitted or top-dose-only effect, or another doubt; inactive = no such curve, though single readings can be large; an effect the other way counts as inactive or inconclusive.

no.	SMILES	Abeta rescue	TDP-43 yeast inh	DRD3 antagonist	FUS suppressor
1	Cc1cc(C(=O)NC2CCC(C)CC2)c(C)o1 (stereo unspecified)	9%	13µM*	0	21%
2	Cc1ccc2[nH]c(=O)c(CN(CCCO)S(=O)(=O)c3cccc4nsnc34)cc2c1	21%	-11%	-145*	-1%
3	Cc1cc(/C=N/n2c(COc3ccccc3C)nc3ccccc3c2=O)c(O)c([N+](=O)[O-])c1	-30%	?	4	26%
4	COC(=O)c1ccc(NS(=O)(=O)c2ccc(-c3cc(C)no3)s2)cc1	-5%	8%	-11	0%
5	CN(CC(=O)Nc1ccccc1F)CC(=O)Nc1ccc(F)c(F)c1F	8%	10%	7	-23%
6	COC(=O)CSc1ncc2c(n1)-c1ccccc1N(Cc1ccc(Cl)cc1)S2(=O)=O	-19%	12%	nt	-14%
7	Oc1cccc2ccc(/C=C/c3ccccc3Cl)nc12	1%	?	-176*	-16%
8	CCOC(=O)CNC(=O)CNC(=O)c1ccc(OC)cc1	-2%	4%	-8	-13%
9	COc1ccc(C)cc1NC(=O)C(NS(=O)(=O)c1cccc2nsnc12)c1ccccc1 (stereo unspecified)	-22%	2%	nt	0%
10	N#Cc1ccc(NC(=O)COC(=O)CCc2nc3ccccc3c(=O)[nH]2)cc1	-12%	-9%	-15	2%

no.	EPAC2 antag	DRD3 agonist	EPAC2 ag	aSyn yeast inh
1	1%	6	4%	?
2	-1%	9	0%	0%
3	?	-7	5%	?
4	-9%	-1	7%	-3%
5	?	3	9%	0%
6	nt	-7	nt	nt
7	-17%	-22	13%	?
8	-4%	-2	6%	-3%
9	nt	-15	nt	nt
10	-2%	10	6%	-5%

Some of these compounds in order of length of the SMILES, falling.
no.	SMILES	Abeta rescue	TDP-43 yeast inh	DRD3 antagonist	FUS suppressor
2	Cc1ccc2[nH]c(=O)c(CN(CCCO)S(=O)(=O)c3cccc4nsnc34)cc2c1	21%	-11%	-145*	-1%
6	COC(=O)CSc1ncc2c(n1)-c1ccccc1N(Cc1ccc(Cl)cc1)S2(=O)=O	-19%	12%	nt	-14%
10	N#Cc1ccc(NC(=O)COC(=O)CCc2nc3ccccc3c(=O)[nH]2)cc1	-12%	-9%	-15	2%
5	CN(CC(=O)Nc1ccccc1F)CC(=O)Nc1ccc(F)c(F)c1F	8%	10%	7	-23%
8	CCOC(=O)CNC(=O)CNC(=O)c1ccc(OC)cc1	-2%	4%	-8	-13%
7	Oc1cccc2ccc(/C=C/c3ccccc3Cl)nc12	1%	?	-176*	-16%
1	Cc1cc(C(=O)NC2CCC(C)CC2)c(C)o1 (stereo unspecified)	9%	13µM*	0	21%

no.	EPAC2 antag	DRD3 agonist	EPAC2 ag	aSyn yeast inh
2	-1%	9	0%	0%
6	nt	-7	nt	nt
10	-2%	10	6%	-5%
5	?	3	9%	0%
8	-4%	-2	6%	-3%
7	-17%	-22	13%	?
1	1%	6	4%	?

(cont.)
no.	SMILES	Abeta rescue	TDP-43 yeast inh	DRD3 antagonist	FUS suppressor
11	Cc1ccc(NC(=O)C2CCN(C(=O)c3sc4nc[nH]c(=O)c4c3C)CC2)cc1F	-13%	-15%	nt	-11%
12	Cc1cc(Nc2ccc(N3CCC(C)CC3)cc2)n2ncnc2n1	14%	-5%	-12	18%
13	C=CCNC(=S)Nc1ccc(C)cc1[N+](=O)[O-]	?	27%	4	-35%
14	COc1ccc(CNC(=O)C2CC(c3ccc(OC)cc3)=NO2)cc1 (stereo unspecified)	1%	-15%	-11	3%
15	COc1ccccc1C(=O)NCC(=O)n1nc(C)cc1C	-8%	-2%	?	22%
16	C=CCn1c(-c2ccccc2)c[nH]c1=S	21%	?	-68*	2%
17	CCOC(=O)C(NC(=O)c1ccccc1F)(Nc1cc(C)on1)C(F)(F)F (stereo unspecified)	5%	-3%	0	nt
18	COc1ccc2c(CC(=O)OCC(=O)Nc3cccc(C)c3)coc2c1	13%	?	22	?
19	Cc1c(Cc2ccccc2)c(=O)oc2c(C)c(OCC(=O)NCc3ccccn3)ccc12	11%	6%	2	-7%
20	CCOc1ccc(C(C(=O)NCC2CCCO2)N(Cc2cccnc2)C(=O)c2snc(C(N)=O)c2N)cc1 (stereo unspecified)	-14%	-20%	-5	13%

no.	EPAC2 antag	DRD3 agonist	EPAC2 ag	aSyn yeast inh
11	nt	-16	nt	nt
12	-2%	-5	3%	-1%
13	-2%	-4	-2%	1%
14	8%	-6	-4%	-5%
15	-3%	-2	-8%	-3%
16	-3%	-3	2%	-6%
17	6%	-1	2%	-11%
18	-14%	1	3%	20%
19	-4%	2	-4%	-3%
20	-1%	5	12%	-3%

Other entries:
no.	SMILES	Abeta rescue	TDP-43 yeast inh	DRD3 antagonist	FUS suppressor
21	CCN1C(=O)C(CC(=O)Nc2ccc(OC)cc2)N(Cc2ccco2)C1=S (stereo unspecified)	11%	22%	17	nt
22	Cc1cc(C)c(C)c(S(=O)(=O)Nc2ccccc2C(=O)NCCCn2ccnc2)c1C	7%	-3%	-3	-6%
23	CN(c1ccccc1)S(=O)(=O)c1ccc2[nH]c(=O)[nH]c2c1	-5%	10%	9	3%
24	COc1ccc(NC(=O)N2CCCC(c3nc(-c4ccc(OC)cc4)no3)C2)cc1 (stereo unspecified)	-9%	-17%[0.397 µM]	-5	21%
25	CCCCCn1c(=O)[nH]c2cc(C(=O)NCCN3CCCCC3C)ccc2c1=O (stereo unspecified)	7%	-1%	0	22%
26	CC(C)NC(=O)c1cc(-c2ccc(Br)cc2)on1	-13%	-3%	8	12%
27	CC(C)c1ccc(NC(=O)c2ccccc2NC(=O)C2CC=CCC2C(=O)O)cc1 (stereo unspecified)	21%	0%	-9	19%
28	O=C(Nc1nccs1)c1ccc(-c2ccc(F)cc2)o1	-3%	?	21	10%
29	COc1ccc(C=C2C=C(C(C)(C)C)C(=O)C(C(C)(C)C)=C2)cc1OC	6%	-2%	-14	20%
30	CC(=O)c1cc(-c2ccc(F)cc2)n(CCC(=O)Nc2cccc(C)n2)c1C	-7%	-28%[0.397 µM]	-15	13%

no.	EPAC2 antag	DRD3 agonist	EPAC2 ag	aSyn yeast inh
21	-7%	-5	-6%	11%
22	-11%[57.1 µM]	-4	-6%	3%
23	13%	7	10%	-1%
24	-16%	20	6%	3%
25	-9%	-12	5%	1%
26	0%	-1	2%	0%
27	-2%	-8	0%	-2%
28	14%	-2	-6%	-4%
29	-20%	4	-5%	-22%
30	4%	-1	-9%	0%

New compounds follow:
no.	SMILES	Abeta rescue	TDP-43 yeast inh	DRD3 antagonist	FUS suppressor
31	O=C1CN(C(=O)CSc2nc(-c3ccccc3)cs2)c2ccccc2N1	26%	-3%	5	11%
32	O=C(O)CC/C(=C\c1ccc(Cl)c([N+](=O)[O-])c1)c1nc2ccccc2s1	-9%	-5%	9	11%
33	CC(C)Oc1cccc(C(=O)C2CCCN(C(=O)c3ccoc3)C2)c1 (stereo unspecified)	11%	nt	-16	9%
34	CC(C)COc1ccc(C(=O)N2CCN(CCc3ccncc3)CC2)cc1	-10%	-2%	nt	-2%
35	c1cncc(CNc2ncnc3sccc23)c1	-5%	-4%	27	-26%
36	COc1cccc(NC(=O)CN2C(=O)NC3(CCCc4ccccc43)C2=O)c1 (stereo unspecified)	4%	14%	-2	-8%
37	COc1ccc(-c2[nH]ncc2CN(C)CCN2CCOCC2)cc1F	-3%	20%	2	-3%
38	CCOC(=O)/C(C#N)=C/c1ccc(OC(=O)c2ccccn2)cc1	-5%	-5%	-8	-2%
39	COc1ccc(N2C(=O)c3ccccc3NC2c2ccccc2O)cc1 (stereo unspecified)	-11%	1%	-4	26%
40	CCCCCCCCC(=O)N1CCN(c2cc3c(cc2F)c(=O)c(C(=O)O)cn3CC)CC1	-3%	1%	13	-4%

no.	EPAC2 antag	DRD3 agonist	EPAC2 ag	aSyn yeast inh
31	-4%	5	-25%	5%
32	6%	2	-9%	5%
33	-1%	-2	1%	3%
34	nt	-18	nt	nt
35	10%	9	-2%	5%
36	3%	-1	5%	5%
37	9%	-6	7%	-8%
38	-1%	0	-4%	-13%
39	-5%	-1	3%	-3%
40	-8%	4	-12%	0%

Later entries
no.	SMILES	Abeta rescue	TDP-43 yeast inh	DRD3 antagonist	FUS suppressor
41	COc1cccc(CNS(=O)(=O)c2ccc(N3CCCC3=O)cc2)c1	1%	11%	5	-3%
42	O=C(Cn1ccc(NC(=O)OCc2ccccc2)nc1=O)NCC1CCCO1 (stereo unspecified)	8%	-35%	0	-12%
43	NC(=O)CC(NC(=O)Cc1cccc2ccccc12)c1ccc(N2CCN(c3ccc(F)cc3)CC2)c([N+](=O)[O-])c1 (stereo unspecified)	3%	4%	6	7%
44	COCCNC(=O)c1sc2ncn(CC(=O)Nc3ccc(C)c(Cl)c3)c(=O)c2c1C	-1%	4%	-4	9%
45	CCc1ccc(OC(C)C(=O)N2CCC(c3nc4ccccc4o3)CC2)cc1 (stereo unspecified)	-3%	?	nt	34%
46	CCC(c1nnnn1C1CCCC1)N1CCN(C(=O)c2ccco2)CC1 (stereo unspecified)	2%	18%	-1	-12%
47	COc1ccccc1N1CCN(S(=O)(=O)CCNC(=O)CC2CCCC2)CC1	2%	15%	25	-21%
48	COc1ccc(Cl)cc1CNC[C@H]1O[C@@H](n2cnc3c(=O)[nH]c(N)nc32)[C@H](O)[C@@H]1O	-11%	-14%	-4	-21%

no.	EPAC2 antag	DRD3 agonist	EPAC2 ag	aSyn yeast inh
41	-6%	-12	-2%	5%
42	12%	-20	14%	-17%
43	6%	-3	1%	1%
44	-9%	2	6%	0%
45	nt	0	nt	nt
46	5%	2	-2%	-3%
47	-5%	1	-4%	7%
48	3%	-12	12%	-10%

The list is partial, so the mix of outcomes need not match the whole.
